Bioassay records from PubChem BioAssay.
Tn6 DDE FP: inhibitors of Tn6 peptide binding to fibrin DD(E), primary screen, biochemical, fluorescence polarization, human fibrin, Tn6 probe; inhibition, % at 8.3 µM; Fibrin DD(E) TRITC-Tn6 fluorescence polarization displacement; 0.21% of 370,000 active;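 active = inhibition above a per-campaign cutoff: mean of compounds within control limits plus 3 SD, cut at about 15% in these data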;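 also: 0% = median of all compound wells on the plate and 100% = blocking peptide control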
Target sequence (P02675 whole entry, looked up): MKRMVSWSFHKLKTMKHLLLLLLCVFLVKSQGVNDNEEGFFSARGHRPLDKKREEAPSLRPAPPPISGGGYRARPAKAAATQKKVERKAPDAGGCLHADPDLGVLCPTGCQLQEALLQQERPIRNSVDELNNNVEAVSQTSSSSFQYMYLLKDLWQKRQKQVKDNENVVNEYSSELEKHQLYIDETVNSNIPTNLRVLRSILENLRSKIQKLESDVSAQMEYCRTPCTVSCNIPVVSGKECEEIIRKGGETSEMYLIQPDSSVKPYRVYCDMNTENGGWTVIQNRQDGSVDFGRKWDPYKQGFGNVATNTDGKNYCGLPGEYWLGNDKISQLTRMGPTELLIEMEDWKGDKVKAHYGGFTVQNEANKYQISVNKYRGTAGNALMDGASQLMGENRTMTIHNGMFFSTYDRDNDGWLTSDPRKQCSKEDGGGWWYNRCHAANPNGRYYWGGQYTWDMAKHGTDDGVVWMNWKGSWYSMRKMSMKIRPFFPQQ
sPLA2-III inh: human group III sPLA2 inhibitors, primary screen, biochemical, QFRET, BODIPY PC-A2 liposome substrate | Group 3 secretory phospholipase A2 (Homo sapiens), Q9NZ20 | QFRET BODIPY PC-A2 liposome hydrolysis, fluorescence | inhibition, % at 12.2 µM | 0.56% of 370,000 active;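 active = inhibition above mean plus 3 SD of compounds lying within the high and low control bounds, cut at about 19% in these data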;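 also: 0% = median of test compound wells and 100% = no enzyme DMSO wells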
Target sequence (Q9NZ20 whole entry, looked up): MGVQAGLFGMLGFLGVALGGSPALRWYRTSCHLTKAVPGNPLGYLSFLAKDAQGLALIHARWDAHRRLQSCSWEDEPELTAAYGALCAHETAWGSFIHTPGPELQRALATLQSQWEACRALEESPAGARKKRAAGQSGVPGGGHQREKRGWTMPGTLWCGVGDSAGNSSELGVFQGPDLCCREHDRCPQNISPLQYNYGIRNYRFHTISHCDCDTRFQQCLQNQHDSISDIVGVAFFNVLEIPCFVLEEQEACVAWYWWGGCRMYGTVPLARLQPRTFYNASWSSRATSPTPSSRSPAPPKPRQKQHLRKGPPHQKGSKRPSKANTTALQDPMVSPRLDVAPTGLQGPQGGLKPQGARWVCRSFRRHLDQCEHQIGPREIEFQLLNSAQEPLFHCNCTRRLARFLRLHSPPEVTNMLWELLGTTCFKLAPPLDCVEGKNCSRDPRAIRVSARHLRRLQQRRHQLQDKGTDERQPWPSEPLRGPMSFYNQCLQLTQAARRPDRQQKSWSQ
ADAM10 inh: human ADAM10 inhibitors, primary screen, biochemical, QFRET, HTS | Disintegrin and metalloproteinase domain-containing protein 10 (Homo sapiens), O14672 | recombinant ADAM10, EDANS/DABCYL FRET peptide cleavage, 3 h | inhibition, % at 7 µM | 0.62% of 370,000 active | AID 720582, 2013;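 active = inhibition above a per-campaign cutoff equal to the mean of compounds falling between control-based bounds plus 3 SD, cut at about 20% in these data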;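 also: 0% = DMSO wells while the 100% control is not disclosed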
rCAG RNA binder: binders of r(CAG) RNA repeats, primary screen, biochemical, fluorescence; 1.3% of 370,000 active; inhibition, % at 3 µM; r(CAG) RNA repeat, TO-PRO-1 dye displacement fluorescence; AID 651821, 2012;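 active = inhibition above the plate cutoff, the mean of all test compounds on that plate plus 3 SD, cut at about 35% in these data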;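 also: 0% = DMSO alone and 100% = 100 µM mitoxantrone as full dye displacement; higher means more dye released from RNA so lower well fluorescence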
ASAP1 GAP inh: inhibitors of human ASAP1 ArfGAP activity, primary screen, biochemical, fluorescence polarization. ASAP1-stimulated ARF1 GTP hydrolysis, GDP FP detection. Arf-GAP with SH3 domain, ANK repeat and PH domain-containing protein 1 (Homo sapiens), …. inhibition, % at 16.5 µM. 0.19% of 360,000 active; in the data active = inhibition above about 25%;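 also: 0% = vehicle with enzyme and substrate and 100% = no enzyme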
FXN GAA850 act: FXN promoter activators, primary screen, cell-based, luciferase luminescence, HEK293 lucGAA850 | HEK293 lucGAA850 FXN promoter luciferase reporter, 24 h; percent of 10 µM SAHA response | activation, % at 6 µM | 0.56% of 360,000 active | AID 540364, 2011;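 active = activation above the average of all compounds screened plus 3 SD, cutoff fixed separately per campaign, cut at about 7.5% in these data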;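 also: 0% = DMSO wells and 100% = 10 µM SAHA wells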
KLK7 zymogen act: proKLK7 zymogen activators, primary screen, biochemical, fluorescence intensity. Kallikrein-7 (Homo sapiens), P49862. purified proKLK7, EDANS-DABCYL substrate fluorescence; 100% is mature enzyme control, 0% vehicle. activation, % at 7 µM. 0.9% of 370,000 active;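 active = activation above the mean of all tested compounds plus 3 SD, computed per campaign excluding outliers beyond control limits, cut at about 13% in these data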
GC-B act: human GC-B receptor activators, primary screen, HEK293 GC-B cells, cGMP TR-FRET, EC30 CNP. activation, % at 10 µM. Atrial natriuretic peptide receptor 2 (Homo sapiens), P20594. AID 1920062, 2024. 0.11% of 370,000 active. 0% at EC30 CNP, 100% saturating CNP;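 active = activation at 10 µM reaching about 35% in either raw or pattern-adjusted values, limit read from the data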
ARFGAP1 inh: inhibitors of rat ARFGAP1 GAP activity, primary screen, biochemical, fluorescence polarization, GDP tracer. ADP-ribosylation factor GTPase-activating protein 1 (Rattus norvegicus), Q62848. 0.26% of 360,000 active. Arfgap1-stimulated ARF1 GTP hydrolysis, GDP FP detection. inhibition, % at 16.5 µM;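 active = inhibition above a per-plate limit, mean inhibition of low control wells plus 3 SD, cut at about 25% in these data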;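 also: 0% = DMSO wells with enzyme and 100% = wells lacking Arfgap1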
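Material: rat Arfgap1 catalytic domain, aa 1-136; also added: human ARF1(Δ1-17)-GTP substrate; compound dosing: one concentration, 16.5 µM, DMSO 1.26%; incubation: GTP hydrolysis reaction 2 h at 25 °C; measured by: Tracer-displacement fluorescence polarization with EDTA stop, 620/688 nm; evaluation: % inhibition from polarization; repeats: one replicate per compound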
GC-A act: GC-A stimulated cGMP production enhancers – HEK293 GC-A cells, cGMP TR-FRET, EC30 ANP, primary screen; Atrial natriuretic peptide receptor 1 (Homo sapiens), P16066; activation, % at 10 µM; AID 1671463, 2021; 0.14% of 370,000 active; 0% at EC30 ANP, 100% saturating ANP; in the data active = activation above about 40%
Numbers without * were called inactive; / = no result given.

SMILES	Tn6 DDE FP	sPLA2-III inh	ADAM10 inh	rCAG RNA binder	ASAP1 GAP inh	FXN GAA850 act	KLK7 zymogen act	GC-B act	ARFGAP1 inh	GC-A act
COc1ccccc1N1CCN(C(=O)c2sc3nc(-c4ccccc4)cn3c2C)CC1	4	-13	6	-2	2	-1.3	0.4	5	8	8
COc1ccccc1C(=O)NC(=S)N1CCc2ccccc21	0	8	2	-3	4	1.2	-0.3	-1	-1	-1
CCC(C)[C@H](NC(=O)[C@@H]1CSC2c3ccccc3C(=O)N21)C(=O)N1CCCCC1 (stereo partly drawn)	-1	2	-4	-2	0	0.1	0.0	2	1	-1
COc1cccc(C(C)NC(=O)C2CCCO2)c1 (stereo not drawn)	12	-3	-3	-1	5	0.2	0.1	3	0	-1
CC(C)c1ccc(COC(=O)CN2C(=O)NC3(CCCCC3C)C2=O)cc1 (stereo not drawn)	-6	-4	12	-10	-7	1.6	0.4	8	4	4
O=C(NC(=S)NCC1CCCO1)c1cccc([N+](=O)[O-])c1 (stereo not drawn)	-2	6	5	1	-15	0.4	0.0	1	12	0
Cc1cc(C)c2cc(C#N)c(SCC(=O)NCc3ccco3)nc2c1	0	-2	-31	6	-7	-2.7	-1.3	-6	-4	-12
Cc1ccccc1-n1c(SCC(=O)Nc2ccc3c(c2)OCO3)nnc1-c1ccccn1	1	-5	-10	0	14	0.6	0.2	-3	3	-1
COc1ccc(C(=O)Nc2ccc(N3CCOCC3)cc2)cc1S(=O)(=O)N1CCCC1	-4	3	-5	0	0	2.3	0.3	-3	-5	0
Cc1ccc(Cn2nnc3c(=O)[nH]c(C4CCN(S(=O)(=O)c5ccc(C)cc5)CC4)nc32)cc1	-4	-70	14	8	-2	-0.3	0.1	0	-12	8
COc1cc2sc(-c3ccccc3OC)c(-c3ccc(O)cc3)c2cc1OC	-4	-18	12	4	5	-1.2	-0.5	-1	15	3
COCCN(CC(=O)Nc1cccc(C)c1C)C(=O)Cc1sc(C)nc1-c1ccc(F)cc1	-8	-2	-50	4	6	-0.2	0.9	-5	2	-2
CCCc1c(C)[nH]c2ccccc2c1=O	6	6	-1	-1	7	-1.7	-0.4	3	9	-2
COc1ccc(/C=N/NC(=O)CCC(=O)Nc2ccccc2)cc1OC	-2	3	-4	-5	6	0.4	-0.1	-3	8	0
O=C(CN1C(=O)CCS(=O)(=O)c2ccccc21)Nc1cccc(F)c1	-4	1	-15	1	0	0.7	-0.3	11	10	-1
COC(=O)c1ccc(N2C(=O)C3CC(C)=C(C)CC3C2=O)cc1 (stereo not drawn)	0	-6	1	-5	3	0.4	0.9	0	1	0
CC(=O)N=Cc1c(C)c(C#N)c(=O)n(C)c1O	-5	-2	-29	0	2	-2.1	1.4	1	2	0
CC1(C)Cc2c(sc(NC(=O)COc3ccccc3)c2C#N)C(C)(C)N1	-5	0	-4	-6	-9	1.2	-0.6	2	-4	3
COc1ccc(-c2nc(CS(=O)(=O)CC(=O)NC3CCCCC3C)c(C)o2)cc1 (stereo not drawn)	-1	-2	4	-5	2	-0.6	-0.2	-3	0	-3
O=C(NCCSCc1ccco1)Nc1ccccc1	1	6	2	5	6	2.3	0.0	1	5	2
Cc1ccc(C)c(OCc2cc(C(=O)N(C)Cc3nccn3C)no2)c1	7	-2	-14	-4	0	0.3	1.4	-1	-1	2
CC(C)n1ncc2c(C(=O)Nc3cccc(C#N)c3)cc(C3CC3)nc21	-6	-20	9	1	0	-1.2	-0.2	6	-6	-1
Cc1cc(C(=O)NCc2ccc3c(c2)OCO3)c(C)o1	2	-5	-2	0	4	0.0	0.2	6	13	2
Cc1nc2ccccc2nc1CSc1nnc(N)s1	13	-3	0	4	7	-0.2	0.1	-1	-1	-1
CCNc1nc(NC(C)C)nc(NS(=O)(=O)c2ccc(C)cc2)n1	-3	-6	2	24	4	-0.4	0.4	2	-9	5
CCOc1ccc(-n2c(SCC(=O)Nc3ccc(OC)cc3)nc3sc4c(c3c2=O)CCN(C)C4)cc1	-13	-19	-15	25	-1	1.5	-5.5	2	6	8
COc1ccc(NC(=O)CSc2ccc3nnc(CCNC(=O)c4ccccc4)n3n2)cc1OC	1	9	1	-2	-4	1.1	-0.3	1	1	4
Cc1c(NS(=O)(=O)c2cccc(C(=O)NC(C)c3ccccc3)c2)c(=O)n(-c2ccccc2)n1C (stereo not drawn)	0	-23	-2	0	9	-0.2	0.6	-1	4	-2
Cc1cc(C)c(NC(=O)CSc2nc3ccc(NC(=O)CSc4nnnn4-c4ccccc4)cc3s2)c(C)c1	-4	4	-2	5	-1	1.8	0.2	-5	8	-2
CCCc1cc(=O)[nH]c(SC(C)C(=O)N2c3ccccc3CC2C)n1 (stereo not drawn)	-1	1	-11	13	7	0.8	0.5	-1	1	-3
C=CCn1c(SC(C)C(N)=O)nc2sc(CC)cc2c1=O (stereo not drawn)	2	-1	-4	-3	3	-1.9	0.9	-3	-3	-7
COC(=O)C(Cc1ccccc1)NCC(=O)Nc1cccc(Cl)c1C (stereo not drawn)	6	-5	-7	-5	2	1.4	1.1	0	-10	-1
COc1ccc(CN2C(=O)CS(=O)CC2=O)cc1OC	-4	-4	9	9	-1	-1.0	0.1	3	13	1
O=C(CS(=O)c1cccc(C(F)(F)F)c1)Nc1ccc(Cl)cc1Cl (stereo not drawn)	-3	-23	1	-3	6	-3.5	-0.5	-4	9	-2
O=C(CNC(=O)c1ccccc1)NCC(c1ccco1)N1CCCC1 (stereo not drawn)	0	5	-13	4	1	-0.3	0.1	2	4	3
O=C(CCCOc1ccc(Cl)cc1)N1CCCCC1	-5	10	0	-6	4	0.4	0.0	-1	2	3
Cc1ccc(C(C)C)cc1C(=O)CC1(O)C(=O)N(C)c2ccccc21 (stereo not drawn)	8	2	-3	-4	-3	-0.7	0.0	-4	15	-8
CC(C)(C)c1cc(NCCCn2ccnc2)n2ncc(-c3ccccc3)c2n1	4	-27	-156	0	17	3.7	-2.7	-7	4	-4
Cc1ccc(N(CC(=O)NC2CCCC2)C(=O)CCC(=O)Nc2ccccn2)cc1C	2	-1	5	-2	-20	0.8	-0.3	2	-5	0
Cc1cc(C)c(NC(=O)COC(=O)C2CCC2)c(Cl)c1	3	1	8	0	-2	1.8	0.4	-1	-13	-1
CCCCNC(=O)c1onc(CSc2ccccc2F)c1C(=O)O	7	-5	4	10	-16	-1.3	0.4	2	-3	1
CC(C)C(=O)Nc1cccc(COc2ccc(CN(CCc3ccccc3)C(=O)OC(C)(C)C)cc2)c1	3	2	1	7	14	-1.4	-0.9	2	6	1
O=C1NC(=O)/C(=C\c2ccc(OCc3cccc([N+](=O)[O-])c3)cc2)N1	9	-38	0	6	22	1.2	0.8	-4	49*	-5
COC(=O)c1ccc(NC(=O)CCN2C(=O)CSC2=O)cc1	0	-6	-7	-3	-8	1.4	0.0	4	-4	2
O=C(Nc1cccc(C(=O)N2CCCC2)c1)C1CC1	10	-2	-1	2	1	0.2	0.3	2	0	2

Sorted by the number under KLK7 zymogen act (descending): 3 of the compounds above
SMILES	KLK7 zymogen act
COC(=O)C(Cc1ccccc1)NCC(=O)Nc1cccc(Cl)c1C (stereo not drawn)	1.1
COc1cccc(C(C)NC(=O)C2CCCO2)c1 (stereo not drawn)	0.1
CCC(C)[C@H](NC(=O)[C@@H]1CSC2c3ccccc3C(=O)N21)C(=O)N1CCCCC1 (stereo partly drawn)	0.0

(list continues)
SMILES	Tn6 DDE FP	sPLA2-III inh	ADAM10 inh	rCAG RNA binder	ASAP1 GAP inh	FXN GAA850 act	KLK7 zymogen act	GC-B act	ARFGAP1 inh	GC-A act
CCOC(=O)CSc1nnc(Cn2nnc(-c3ccccc3)n2)n1CC	4	-4	5	-3	7	-1.0	0.1	2	2	0
Cc1ccc(CNC(=O)c2sc3nc4c(c(C(F)(F)F)c3c2N)CCC4)cc1	-3	-1	-6	0	0	1.5	-0.7	3	2	-2
COc1ccccc1C(=O)NC(=S)NC12CC3CC(CC(C3)C1)C2	5	-6	-3	3	0	1.1	0.2	-3	-2	-3
CCCCc1ccc(/C=C2\C(=O)ON=C2c2ccccc2)s1	-6	-9	4	5	-9	1.0	0.1	0	16	4
COc1ccc(/C=C2/N=C(SC3CCOC3=O)N(c3cccc(OC)c3)C2=O)cc1 (stereo not drawn)	1	-5	-3	20	2	1.5	-3.5	19	6	11
CCCNC(=O)C1(C)CCCN(C(=O)c2cccc(OC(F)(F)F)c2)C1 (stereo not drawn)	3	-7	-1	-2	0	-0.6	-0.3	0	-2	2
Cc1nnc(Nc2ccccc2)n(N)c1=O	-3	5	-4	-2	0	0.2	0.8	1	-2	1
COc1ccc(S(=O)(=O)N2CCOCC2)cc1C(=O)Nc1ccon1	2	3	17	3	-6	-0.5	0.3	-3	8	-2
Cc1ccccc1Nc1nc(=O)c2cc([N+](=O)[O-])ccc2s1	0	-14	4	3	2	2.4	0.5	0	-16	3
CCOC(=O)C1=C(COC(=O)/C=C/c2ccc(Cl)cc2)NC(=O)NC1C (stereo not drawn)	0	8	-11	-3	-1	0.8	0.0	2	9	1
CS(=O)(=O)c1ccc(Nc2nc(C(N)Cc3ccc(Cl)cc3)cs2)cc1 (stereo not drawn)	-4	14	-34	9	8	-3.9	0.3	-11	-3	-11
CCCCCCc1cc2cc(S(=O)(=O)c3ccc(C)cc3)c(=O)oc2cc1O	-3	-8	-368	27	6	-1.3	-9.3	2	-2	8
CCc1ccc(C2N(c3ccc(OC)cc3)C(=O)C3CCCN32)cc1 (stereo not drawn)	0	-1	-5	3	9	1.8	0.4	-4	-6	-1
COC(=O)C1CCN(C(=O)CCCOc2ccccc2)CC1	-5	8	1	1	1	4.2	0.1	-5	8	0
COC(=O)c1cc(NC(=O)c2cccc([N+](=O)[O-])c2C)ccc1Cl	0	-7	-3	-1	-10	2.8	0.7	-2	0	-6
N#Cc1ccccc1OCc1cn(CC(=O)c2ccc(O)cc2)nn1	0	-7	-6	7	6	1.4	0.2	-4	2	3
Cc1cccc(C)c1NC(=O)C1(C)CN(S(C)(=O)=O)CC(=O)N1C1CC1 (stereo not drawn)	-2	4	-19	0	-6	/	0.2	1	5	0
COc1cc(SC)ccc1C(=O)NC1CCCc2ccccc21 (stereo not drawn)	-2	8	3	0	4	-0.5	-0.5	-1	2	-8

Printed as active in ARFGAP1 inh (from the list above):
molecule	Tn6 DDE FP	sPLA2-III inh	ADAM10 inh	ASAP1 GAP inh	FXN GAA850 act	KLK7 zymogen act	GC-B act	ARFGAP1 inh	GC-A act
O=C1NC(=O)/C(=C\c2ccc(OCc3cccc([N+](=O)[O-])c3)cc2)N1	9	-38	0	22	1.2	0.8	-4	49*	-5
